# Source: PubChem BioAssay
# JMJD2A Tudor: blocks the human JMJD2A Tudor domain | AlphaScreen JMJD2A-Tudor / H3K4me3 peptide binding | Potency, µM (doses to about 114 µM), inactives show at the top dose activity change, negative = inhibition, actives largely listed as inhibitors | 390,000 tested, 4.4% active | AID 504339; also: % is scaled to controls: 0 for no effect and ±100 for the full control effect; nearly all actives have a fitted effect of over 50% in size
# BAZ2B block: blocks human BAZ2B. AlphaScreen BAZ2B-H3K14Ac peptide displacement. AID 504333. Potency, µM (titrated, usually from 114 µM), without a hit: top-dose activity change, negative = inhibition, most hits filed as inhibitors. 360,000 tested, 4.4% active; also: % is scaled to controls: 0 for no effect and ±100 for the full control effect; nearly all actives have a fitted effect of over 60% in size
#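 Inhibition is scored as reduced AlphaScreen emission. The BAZ2B/b-H3(5-23)K14Ac complex (50 nM each) in PBS pH 7.4, 0.01% Tween-20 meets compound (up to 110 uM) for 30 min at RT before bead addition.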
# BLM inh: blocks DNA unwinding by human BLM helicase; Potency, µM (doses to about 56.1 µM), inactives show at the top dose activity change, negative = inhibition, usual class: inhibitors; P54132; 350,000 tested, 0.2% active; recombinant BLM DNA unwinding, fluorescence dequenching;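 also: plate controls were vehicle for no effect and no enzyme for full effect; nearly all actives have a fitted effect of over 35% in size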
# APEX1 inh: blocks human APE1 abasic DNA cleavage; P27695; recombinant APE1, TAMRA/BHQ-2 abasic DNA cleavage fluorescence; Potency, µM (top dose mostly 65.8 µM), without a hit: top-dose activity change, negative = inhibition, actives largely listed as inhibitors; 350,000 tested, 0.35% active;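 also: plate controls were vehicle for no effect and reference inhibitor for full effect; nearly all actives have a fitted effect of over 55% in size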
# Target sequence (P27695 whole entry, looked up): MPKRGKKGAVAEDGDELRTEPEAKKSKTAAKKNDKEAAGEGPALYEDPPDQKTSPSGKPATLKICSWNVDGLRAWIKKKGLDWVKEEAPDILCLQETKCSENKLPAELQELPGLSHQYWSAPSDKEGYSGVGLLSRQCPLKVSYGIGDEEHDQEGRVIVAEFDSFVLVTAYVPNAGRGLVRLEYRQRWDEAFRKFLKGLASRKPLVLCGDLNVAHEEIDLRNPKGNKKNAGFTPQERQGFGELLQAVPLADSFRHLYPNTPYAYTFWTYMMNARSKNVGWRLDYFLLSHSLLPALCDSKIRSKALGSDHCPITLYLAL
#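 Incision of a quenched TAMRA/BHQ-2 THF abasic-site duplex (50 nM) by 0.75 nM APE1, after 15 min compound preincubation, measured as fluorescence increase over three 60 s reads. Values normalized to buffer, DMSO and NSC13755 control wells.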
# POLI inh: DNA polymerase iota (human) inhibition. 390,000 tested, 1% active. Potency, µM (highest dose often 115 µM), for inactives: top-dose activity, negative = inhibition, usual class: inhibitors. Q9UNA4. Pol iota fluorescent replication assay, 10 min
#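 Pol iota at 10 nM preincubated 15 min with compounds at room temperature; reaction started with fluorescent substrate, 50 nM final. Fluorescence read kinetically at 0 and 10 min; buffer-only wells as negative control.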
# Pol eta inh: blocks human DNA polymerase eta activity; recombinant Pol eta, fluorescent DNA replication assay; Q9Y253; Potency, µM (top dose mostly 114 µM), inactives show at the highest dose activity change, negative = inhibition, actives largely listed as inhibitors; 390,000 tested, 1.2% active; also: % is scaled to controls: 0 for no effect and ±100 for the full control effect
# Target sequence (Q9Y253 whole entry, looked up): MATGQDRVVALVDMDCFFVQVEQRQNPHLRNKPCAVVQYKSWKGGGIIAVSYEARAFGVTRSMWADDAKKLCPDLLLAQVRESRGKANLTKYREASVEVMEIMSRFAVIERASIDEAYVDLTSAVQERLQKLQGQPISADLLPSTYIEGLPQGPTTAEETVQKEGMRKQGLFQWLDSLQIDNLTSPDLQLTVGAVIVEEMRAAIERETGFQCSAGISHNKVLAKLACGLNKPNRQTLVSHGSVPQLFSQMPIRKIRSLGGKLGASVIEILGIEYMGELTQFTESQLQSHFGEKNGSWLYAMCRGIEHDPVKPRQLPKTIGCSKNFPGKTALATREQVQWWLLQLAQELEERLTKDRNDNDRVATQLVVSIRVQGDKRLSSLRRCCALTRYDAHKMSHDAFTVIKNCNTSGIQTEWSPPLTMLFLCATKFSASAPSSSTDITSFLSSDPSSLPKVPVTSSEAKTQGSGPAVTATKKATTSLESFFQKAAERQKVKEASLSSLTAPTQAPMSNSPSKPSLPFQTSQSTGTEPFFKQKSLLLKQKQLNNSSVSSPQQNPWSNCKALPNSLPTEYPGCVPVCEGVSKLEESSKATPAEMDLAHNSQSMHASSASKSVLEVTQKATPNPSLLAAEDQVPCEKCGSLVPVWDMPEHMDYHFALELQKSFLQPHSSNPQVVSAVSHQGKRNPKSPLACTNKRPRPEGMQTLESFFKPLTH
#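 Fluorescent replication assay: 50 nM final substrate added after a 15 min room-temperature compound preincubation with 10 nM enzyme. Signal taken at 0 min and again at 10 min.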
# POLK inh: DNA polymerase kappa (human) inhibition | AID 588579 | 400,000 tested, 0.53% active | Potency, µM (series often up to 107 µM), for the others: at the highest dose activity, negative = inhibition, actives largely listed as inhibitors | purified Pol kappa, fluorescent DNA synthesis assay, 10 min | Q9UBT6; also: % is scaled to controls: 0 for no effect and ±100 for the full control effect
#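 50 nM final substrate added after 15 min RT preincubation of 10 nM Pol kappa with compound; fluorescence read at 0 and 10 min.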
# G9a block: G9a (human) methyltransferase inhibition; G9a H3K9 monomethylation, AlphaScreen, 2 h; Potency, µM (top dose mostly 102 µM), for the others: top-dose activity, negative = inhibition, actives largely listed as inhibitors; 350,000 tested, 8.8% active; also: % is scaled to controls: 0 for no effect and ±100 for the full control effect; nearly all actives have a fitted effect of over 75% in size
#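 G9a (20 nM) preincubated 15 min RT with compounds, then 500 nM biotinylated H3K9 peptide and 20 uM SAM added; 2 h RT reaction. Monomethyl-H3K9 product detected by AlphaScreen with anti-H3K9me1 antibody, streptavidin donor and anti-rabbit IgG acceptor beads.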
# POLB inh: blocks human DNA polymerase beta activity; P06746; Pol beta primer extension/strand displacement, fluorescence kinetic; Potency, µM (highest dose often 114 µM), without a hit: top-dose activity change, negative = inhibition, actives largely listed as inhibitors; 340,000 tested, 1.3% active; AID 485314; also: % is scaled to controls: 0 for no effect and ±100 for the full control effect
#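 Pol beta (10 nM) was preincubated with compound for 15 min at room temperature. The reaction was then started with 50 nM substrate and read immediately and after a further 10 min at room temperature.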
# An asterisk follows results filed as active; ? = inconclusive; . = no result given; & = joins results of further samples; [ ] = another dose, or the depositor's remark. Calls follow the shape of the dose curve; as a rule, active = well fitted curve in the direction sought with a large enough effect; inconclusive = small, poorly fitted or top-dose-only effect, or another doubt; inactive = no such curve, though single readings can be large; an effect the other way counts as inactive or inconclusive. Potency is read from the fitted curve at half-maximal effect. The list is partial (hit frequency here may not be typical).
molecule	POLI inh	POLK inh	APEX1 inh	BAZ2B block	BLM inh	JMJD2A Tudor	Pol eta inh	POLB inh	G9a block
CCOc1ccc(NC(=O)CN(C)C(=O)c2ccc(N3CCCC3)c([N+](=O)[O-])c2)cc1OCC	30%[activator]	-12%	-4%	?	.	-34%	0%	.	-2%[2.33 µM]
Cc1ccc(C(=O)NCCCNC(=O)c2cccnc2)cc1	-24%	-4%	1%	-1%	1%	3%	-9%	-11%	13%
Cc1cc(C)c2oc(-c3cccc(NC(=O)c4ccc(F)cc4)c3)nc2c1	14%	5%	0%	-6%	0%	-10%	-2%	6%	21%[12.7 µM]
CCCNC(=O)c1ccc(Cn2c(SCC(N)=O)nc3ccccc3c2=O)cc1	1%	0%[60.1 µM]	.	1%	-5%	-19%	-6%	-13%	2%[59 µM]
CSc1ccc(CCNC(=O)CCc2nnc3ccc(N4CCCCC4)nn23)cc1	1%	-4%	-2%	-26%	2%	-22%	1%	77%	13%
COC(=O)C(NC(=O)c1ccccc1)c1ccccc1 (stereo unspecified)	10%	-1%	5%	.	-1%	-22%	1%	10%	23%[59 µM]
O=C(CN1CCN(c2nc(-c3ccccc3)cs2)CC1)NNC(=O)c1ccc(Br)cc1	-19%	-9%	-4%	6%	-5%	-13%	0%	4%	8%
O=C(c1cc(COc2cccc(C(F)(F)F)c2)on1)N1CCC(c2ccccc2)CC1	13%	-20%	7%	15%	-12%	21%	-21%	-4%	71%[activator]
Cc1ccc(OCCn2cc(/C(N)=N/O)c3ccccc32)cc1C	-2%	-16%	-4%	?	-8%	-1%[57.1 µM]	-4%	-1%	-8%[59 µM]
CC(C)(C)c1ccc(NC(=O)c2c(F)cccc2Cl)cc1	38%[activator]	2%	-7%	-2%	-14%	-4%	-30%	0%	33%
Cc1cc(N2CCC(C)CC2)n2nc(C)c(-c3ccccc3)c2n1	2%	-17%	2%	21%	-3%	-1%[57.1 µM]	6%	30%	28%
COC(=O)c1ccc(N2CCN(S(=O)(=O)c3ccc4ccccc4c3)CC2)c([N+](=O)[O-])c1	14%	-18%	-5%	-6%	-4%	-25%	1%	-2%	-5%[59 µM]
CN1CCN(c2ccccc2NC(=O)c2cccc([N+](=O)[O-])c2)CC1	5%	-24%	0%	-19%	-4%	-34%	-1%	18%	?
COc1ccc2c(c1)O[C@@H]1c3ccc(OC)cc3OCC21 (stereo partly specified)	.	-2%[60.1 µM]	-1%	.	3%	.	.	.	-37%[2.33 µM]
CCC(C)n1cnc2c(c1=O)c1nc3ccccc3nc1n2Cc1ccc(OC)cc1 (stereo unspecified)	1%	-7%	-1%	-1%	-3%	-10%	-26%	21%	1%[59 µM]
COC(=O)c1sccc1NC(=S)N1CCC(C)CC1	-1%	-6%	-2%	7%	-5%	40%[activator]	5%	2%	38%[59 µM]
COC(=O)c1cc2sccc2n1CC(=O)Nc1cccc(SC)c1	21%	-5%	1%	1%	1%	-3%	-12%	48%	8%[59 µM]
CCC(=O)N1CCc2cc(CNC(=O)c3ccccc3C)ccc21	39%[activator]	0%[60.1 µM]	.	-1%	-1%	-17%	-10%	11%	-1%[59 µM]
COc1ccc(/C=C(\NC(=O)c2cccs2)C(=O)Nc2ccc(C)cc2)cc1OC	?	2%	-3%	1%	-12%	-6%	?	-2%	28%
O=C(N1CCCCCC1)N1CCN(S(=O)(=O)c2cccc([N+](=O)[O-])c2)CC1	13%	-6%	.	.	.	-13%	-6%	.	.
COc1ccc2c(-c3ccc(OCCN4CCOCC4)cc3)c(-c3ccccc3OC)sc2c1	-6%	-9%	-9%	.	.	?	-5%	.	.
COc1cc([N+](=O)[O-])c2ncsc2c1	112%[activator]	0%	3%	-15%	0%	-11%	-19%	27%	5%[59 µM]
CCCCCn1c(N)c(-c2nc3ccccc3o2)c2c([N+](=O)[O-])nn(CC)c(=O)c21	24%	-11%	4%	?	-27%	?	?	2µM*	-35%[59 µM]
Cc1nc(NCCOc2ccccc2)sc1C(=O)Nc1ccccc1	?	-4%	-1%	-26%	1%	-19%	9%	-1%	45µM*
Cc1cc(C)cc(OCCCn2c(-c3ccc(Cl)cc3)nc3ccccc3c2=O)c1	-2%	-3%	.	11%	-26%	2%	0%	2%	-32%[59 µM]
Cc1onc(-c2ccccc2)c1-c1csc(N/N=C/c2ccccc2Cl)n1	14%	-1%	-4%	-15%	-8%	-23%	-13%	-22%	-8%
COC(=O)c1c(NC(=O)C(=O)N2CCOCC2)sc2c1CCC2	-23%	-5%	41%	-26%	-4%	-28%	0%	27%	10%[59 µM]
COc1cc(C=O)ccc1OCCOCCOc1ccccc1Cl	3%	-22%	-3%	7%	-6%	-4%[57.1 µM]	-16%	0%	.
Cc1cc(C)n2nc(-c3ccc(Br)cc3)cc2n1	-11%	-14%	-9%	-5%	2%	-7%	-7%	-24%	-3%[0.501 µM]
Cc1ccc(C)c(Nc2ncnc3nc[nH]c23)c1	?	-9%	3%	10%	-1%	-31%	-7%	7%	13%
O=C1CSC(c2ccccc2)N1c1ccc(F)cc1F (stereo unspecified)	167%[activator]	-5%	27%	-1%	-3%	8%	-11%	-2%	14%
CC1CC(C)CN(C(=O)C2CCN(S(=O)(=O)c3ccc4c(c3)CC(C)N4C(=O)C3CC3)CC2)C1 (stereo unspecified)	22%	-3%	17%	-14%	-3%	-18%	-15%	27%	7%[59 µM]
O=S(=O)(NC1=NCCCCC1)c1ccc(F)cc1F	4%	-4%	18%	.	.	-14%	-18%	.	.
Cc1nc2ccc(C(=O)N3CCN(c4ccccn4)CC3)cc2s1	3%	-11%	-1%	3%	-1%	-10%	6%	-22%	-28%[12.7 µM]
COC(=O)c1ccc(Cl)cc1NC(=O)N1CC2CCCN2c2ccccc21 (stereo unspecified)	-9%	-6%	.	?	-9%	?	-9%	17%	8.9µM*
O=C(OCC(=O)N(C1CCCCC1)C1CCCCC1)c1ccc(O)cc1	21%	0%	-9%	8%	-4%	-19%	-2%	14%	-9%
COc1ccc(NS(=O)(=O)c2cc3c(cc2C)NC(=O)CO3)c(OC)c1	3%&24%	-3%&-5%	12%	-4%&1%	0%&-3%	-14%&-6%	-4%&-21%	?	18%
COc1ccc(N2CC(NC(=O)COc3ccccc3)CC2=O)cc1OC (stereo unspecified)	?	-4%[60.1 µM]	.	-2%	0%	8%	-17%	2%	-2%[59 µM]
CSc1ccc(C(=O)C2CCCN(C(=O)c3ccc(C)nc3)C2)cc1 (stereo unspecified)	10%	-9%	-3%	-13%	-6%	-5%	-6%	-1%	.
Cc1c(Cl)c([N+](=O)[O-])nn1CC(=O)N1CCc2ccccc2C1	15%	-4%	3%	-1%	0%	-8%	-11%	21%	26%[0.0925 µM]
Cc1sc2ncnc(N3CCC(C(=O)Nc4ccc(OC(F)F)c(Cl)c4)CC3)c2c1C	3%	5%	13%	.	.	-20%	-16%	.	.
CCCCCCC(=O)N1CCC(c2nc3c(nnn3Cc3ccccc3Cl)c(=O)[nH]2)CC1	5%	-10%	?	9%	-23%	-22%	-12%	8%	-37%[12.7 µM]
O=C(COc1ccc(F)cc1)NCCN1CCCC1	0%	1%	12%	0%	-1%	-17%	3%	5%	1%
COc1ccc(CN(C)C2CCN(C)CC2)cc1OC	3%	-5%	26%	56µM*	0%	89µM*	-15%	13%	28µM*
O=C(NCC1CCCN1S(=O)(=O)c1cccs1)C(=O)Nc1ccccc1 (stereo unspecified)	10%	-9%	-11%	-5%	.	-21%	-5%	.	-4%
Cc1ccc(/C=C2\SC(=S)N(CCC(=O)NNC(=O)c3cccc(O)c3)C2=O)cc1	14%	1%	19%	-17%	1%	-12%	-4%	19%	33%
COc1ccc(NC(=O)c2cc(CN3CCCC3)on2)cc1Cl	-7%	-10%	.	-20%	-1%	-27%	2%	-1%	-25%[59 µM]
O=C(CSCCO)N1CCc2ccccc21	-1%	4%	-1%	9%	-2%	-13%	-11%	17%	9%[59 µM]
CCCc1cc(SCC(=O)Nc2c(C)n(C)n(-c3ccccc3)c2=O)n2c(nc3ccccc32)c1C#N	49%[activator]	0%	?	28%	4%	27%	?	-23%	7.9µM*
Cc1ccccc1Nc1nc(N)nc(COC(=O)c2cccc(S(=O)(=O)N(C)c3ccccc3)c2)n1	4%	-16%	17%	-14%	-7%	?	-19%	34%	-2%[59 µM]
CCOc1cc(C(=O)Nc2cc(C(=O)OC)ccc2C)ccc1OCC(=O)N1CCOCC1	-16%	-1%	-1%	9%	.	11%	-6%	.	22%[2.33 µM]
Cc1ccc(Cl)cc1NC(=O)CCC(=O)NCc1ccco1	145%[activator]	-16%	-2%	-19%	0%	-12%	-3%	47%	19%
Cc1ccccc1Nc1nc(N)nc(CSc2nc3ccccc3c(=O)n2CCCO)n1	22%	0%	1%	-2%	-21%	-17%	-10%	12%	?
Cc1nc(NC(=O)c2ccccc2)sc1-c1csc(Nc2ccc(F)cc2)n1	.	.	-5%	?	-2%	.	.	38%	32µM*
CCn1c(C)cc(O)cc1=O	210%[activator]	-1%	0%	-4%	0%	-5%	-2%	?	-2%
COc1cc(/C=N/NC(=O)C2(O)c3ccccc3-c3ccccc32)ccc1O	16%	-18%	4%	-24%	-5%	-18%	0%	-12%	?
CC(=O)c1cccc(NC(=O)c2cc3nc(C)cc(C)n3n2)c1	-5%	-9%	-1%	4%	3%	9%	0%	-24%	6%[12.7 µM]

# Part of the list above in order of molecular weight, high to low:
molecule	POLI inh	POLK inh	APEX1 inh	BAZ2B block	BLM inh	JMJD2A Tudor	Pol eta inh	POLB inh	G9a block
CCCc1cc(SCC(=O)Nc2c(C)n(C)n(-c3ccccc3)c2=O)n2c(nc3ccccc32)c1C#N	49%[activator]	0%	?	28%	4%	27%	?	-23%	7.9µM*
CCOc1cc(C(=O)Nc2cc(C(=O)OC)ccc2C)ccc1OCC(=O)N1CCOCC1	-16%	-1%	-1%	9%	.	11%	-6%	.	22%[2.33 µM]
Cc1ccccc1Nc1nc(N)nc(CSc2nc3ccccc3c(=O)n2CCCO)n1	22%	0%	1%	-2%	-21%	-17%	-10%	12%	?
